# GLP-1R inv ag: qHTS of GLP-1 Receptor Inverse Agonists (Inhibition Mode); Glucagon-like peptide 1 receptor (Homo sapiens), P43220; HEK293 GLP-1R CRE-luciferase, luminescence, 24 h; GLP-1R form is constitutively active; Potency, µM (doses to about 38.3 µM), without a hit: top-dose activity change, negative = inhibition, most hits filed as inhibitors; hit rate 1.6% among 410,000; further: on the % scale 0 is the no-effect control and ±100 the full control effect; nearly all actives have a fitted effect of over 55% in size
# Target sequence (P43220 whole entry, looked up): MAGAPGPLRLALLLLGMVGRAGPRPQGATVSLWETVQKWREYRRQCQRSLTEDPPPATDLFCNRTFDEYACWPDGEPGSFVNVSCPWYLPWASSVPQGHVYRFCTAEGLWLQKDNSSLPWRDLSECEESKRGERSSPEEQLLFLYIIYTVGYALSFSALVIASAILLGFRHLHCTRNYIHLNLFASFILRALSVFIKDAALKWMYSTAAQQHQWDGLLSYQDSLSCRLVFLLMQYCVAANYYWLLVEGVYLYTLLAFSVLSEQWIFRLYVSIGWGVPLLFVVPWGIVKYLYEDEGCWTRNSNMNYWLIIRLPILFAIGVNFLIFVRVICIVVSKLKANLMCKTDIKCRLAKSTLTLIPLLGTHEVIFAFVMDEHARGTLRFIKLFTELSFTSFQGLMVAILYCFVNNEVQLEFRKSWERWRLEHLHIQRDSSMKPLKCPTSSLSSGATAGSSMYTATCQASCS
#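 Readout was luciferase luminescence, measured 12 min after detection reagent at room temperature. Beforehand, GLP-1R reporter HEK293 cells had sat 12 h, then received compounds for 24 hr at 37 deg C.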
# SW480 rereplic: A quantitative high throughput screen for small molecules that induce DNA re-replication in SW480 colon adenocarcinoma cells. SW480 DNA re-replication, Hoechst DNA content imaging, 48 h. AID 624297, 2012. hit rate 1.8% among 340,000. Potency, µM (doses to about 46.1 µM), for inactives: at the top dose re-replication activation, actives largely listed as activators; further: % of control where 0% means no effect; nearly all actives have a fitted effect of over 55% in size
#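 DNA re-replication was detected as more nuclei of elevated Hoechst intensity after 48 hr exposure to compound (23 nL pinned per well of 250 cells).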
# GLP1R cytotox: qHTS of GLP-1 Receptor Inverse Agonists: Cytotox Screen. HEK293 cAMP-luciferase reporter cells, luminescence, 24 h. Potency, µM (doses to about 38.3 µM), for the others: top-dose activity change, negative = inhibition, usual class: inhibitors. hit rate 0.13% among 410,000. AID 624418, 2012;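 further: loss of luciferase light is scored as toxicity; on the % scale 0 is the no-effect control and ±100 the full control effect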
#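 Compound-treated cells are incubated 24 hr at 37 deg C under 5% CO2 after a 12 hour attachment period, then luciferase detection reagent is added and luminescence is measured following 12 min at room temperature; lowered signal indicates toxicity.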
# TDP43 rescue: qHTS of TDP-43 Inhibitors. hit rate 1.8% among 410,000. TDP-43 expressing yeast growth rescue, BacTiter-Glo, 24 h. Potency, µM (highest dose often 46.1 µM), for inactives: at the top dose growth rescue (activation), most hits filed as activators. AID 652104, 2013; further: % of control where 0% means no effect; nearly all actives have a fitted effect of over 50% in size
#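 Galactose-induced TDP-43 yeast, OD600=0.02, compound pinned; 24 hr, 30 deg C; BacTiter-Glo luminescence for growth. Inhibitors of TDP-43 toxicity read as activators.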
# GLP1R ag: qHTS of GLP-1 Receptor Agonists | AID 624172, 2012 | HEK293 GLP-1R CRE-luciferase, luminescence, 4-6 h; cells express a hypersensitive GLP-1R form | Glucagon-like peptide 1 receptor (Homo sapiens), P43220 | Potency, µM (highest dose often 45.6 µM), without a hit: at the highest dose activation, most hits filed as activators | hit rate 0.007% among 380,000; further: % of control where 0% means no effect
# KB-3-1 cytotox: qHTS assay for MDR1-selective chemotherapeutics: Primary screen using the parental adenocarcinoma cell KB-3-1; KB-3-1 viability, CellTiter-Glo ATP luminescence, 72 h; Potency, µM (series often up to 46.1 µM), without a hit: at the top dose activity change, negative = cytotoxic, actives largely listed as cytotoxic; hit rate 1.4% among 400,000; AID 1347075, 2019; further: on the % scale 0 is the no-effect control and ±100 the full control effect; nearly all actives have a fitted effect of over 60% in size
#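 Cytotoxicity measured as CellTiter-Glo luminescence after 72 h at 37 C. Compound titrations were pinned onto drug-naive KB-3-1 parental adenocarcinoma cells grown in DMEM with 10% FBS, and normalized data fitted to concentration-response curves.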
# HT1080NT lethal: qHTS for induction of synthetic lethality in tumor cells producing 2HG: qHTS for the HT-1080-NT fibrosarcoma cell line | HT-1080-NT fibrosarcoma viability, CellTiter-Glo ATP luminescence, 48 h | Potency, µM (highest dose often 46.1 µM), for inactives: top-dose activity, negative = less viability, most hits filed as cytotoxic | hit rate 1.6% among 360,000;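 further: NT is the 2HG producing partner of a matched IDH1 knockdown line; 0% = DMSO-treated cells and -100% = media-only wells without cells; nearly all actives have a fitted effect of over 55% in size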
#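 Read-out is CellTiter-Glo luminescence after 10 minutes at room temperature, following 48 hours' compound treatment of HT-1080-NT cells (750 cells/well, RPMI, 5% FBS, 37 degrees C).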
# HT1080 IDH1KD tx: qHTS for induction of synthetic lethality in tumor cells producing 2HG: qHTS for the HT-1080-IDH1KD cell line; Potency, µM (doses to about 46.1 µM), for the others: at the top dose activity, negative = toxicity, hits mostly cytotoxic; HT-1080 IDH1 knockdown viability, ATP luminescence, 48 h; hit rate 2% among 360,000;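 further: 0% = DMSO wells and -100% = cell-free medium wells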
#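 Using the IDH1-knockdown HT-1080 line run in the same batch and compound series as the NT line, viability after 48 h at 37 °C was determined by CellTiter-Glo luminescence and expressed as % activity.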
# KB-V1 cytotox: qHTS assay for MDR1-selective chemotherapeutics: Primary screen using the drug-selected MDR subline cells KB-V1; KB-V1 MDR cells viability, CellTiter-Glo, 72 h; hit rate 3.4% among 400,000; Potency, µM (titrated, usually from 46.1 µM), inactives show at the top dose activity change, negative = cytotoxicity, actives largely listed as cytotoxic; further: on the % scale 0 is the no-effect control and ±100 the full control effect; nearly all actives have a fitted effect of over 60% in size
#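 Readout: CellTiter-Glo luminescence, 10 min after addition. Cells: KB-V1 MDR subline, 72 h at 37 degrees C with compound. Analysis: corrected, normalized data fitted to concentration-effect curves.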
# * hit, by the source's call; ? = inconclusive; / = not tested or not shown; [ ] = another dose, or the depositor's remark. The call rests on the fitted dose curve; in most records, active means well fitted curve in the direction sought with a large enough effect; inconclusive means small, poorly fitted or top-dose-only effect, or another doubt; inactive means no such curve, though single readings can be large; an effect the other way counts as inactive or inconclusive. Potency means the concentration at half of the fitted maximal effect.
SMILES,GLP-1R inv ag,SW480 rereplic,GLP1R cytotox,TDP43 rescue,GLP1R ag,KB-3-1 cytotox,HT1080NT lethal,HT1080 IDH1KD tx,KB-V1 cytotox
CCOc1ccccc1Oc1c(C)oc2cc(OC(=O)N3CCOCC3)ccc2c1=O,14.0%,-7.0%,-4.3%,21.5%,-0.5%,-0.8%,-1.0%,5.1%,23.1µM*
O=C(CC12CC3CC(CC(C3)C1)C2)NC(=S)NCc1ccccc1,-24.7%,2.0%,-13.8%,16.9%,-3.2%,-18.6%,11.3%,14.1%,-22.8%
CC(OC(=O)CCc1cc(C(C)(C)C)c(O)c(C(C)(C)C)c1)C(=O)NC1CC1 (configuration not stated),?,-616.5%[inhibitor],-2.8%,-13.1%,9.0%,1.2%,-1.1%,-12.1%,0.3%
COCCN1C(=O)CN(S(C)(=O)=O)CC1(C)C(=O)NCc1ccccc1 (configuration not stated),20.7%,/,-4.6%,8.9%,/,3.9%,23.9%,18.9%,6.5%
COc1ccc([N+](=O)[O-])cc1NC(=O)Cc1ccccc1Cl,8.1%,-0.4%,-10.5%,0.0%,14.2%,21.3%,-3.0%,3.2%,?
C=CCSc1nnc(CSc2nc3sc4c(c3c(=O)[nH]2)CCCC4)n1-c1ccccc1,12.0%,?,8.2%,-7.0%,-3.2%,-2.5%,-16.0%,?,20.6µM*
O=C(NC1CCCC1)c1cc(-c2ccccc2)on1,?,3.8%,-6.6%,23.1%,12.3%,?,-14.8%,-18.4%,16.4µM*
CCC(C)NC(=O)Cn1cnc2sc(C)c(S(=O)(=O)N3CCN(c4ncccn4)CC3)c2c1=O (configuration not stated),12.6%,21.2%,0.6%,-9.5%[9.22 µM],8.0%,-0.8%,16.2%,0.9%,-6.3%
O=C(OCC(=O)c1ccc[nH]1)c1ccc(S(=O)(=O)C(F)F)cc1,14.5%,/,5.9%,28.1%,-0.5%,1.0%,3.4%,8.4%,0.0%
Cn1c(=O)cc(OCC(=O)N2CCCc3ccccc32)c2ccccc21,12.8%,-4.4%,?,-21.5%,-6.2%,4.6%,5.7%,1.4%,14.6µM*
CSCCC(NC(N)=O)C(=O)Nc1cccc(C#N)c1 (configuration not stated),-4.3%,-14.9%,5.8%,-7.0%,12.7%,?,10.9%,6.4%,16.2%
O=C(NC1CCCCC1)C(c1ccncc1)N(C(=O)c1csnn1)c1ccc(F)cc1 (configuration not stated),-10.8%,?,-3.1%,-3.3%,6.9%,-13.8%,15.0%,-5.4%,0.0%
COc1ccc(N(C(=O)c2cccnc2)S(=O)(=O)c2ccc3c(c2)n(C)c(=O)n3C)cc1,-3.7%,2.4%,-12.8%,3.4%,-11.1%,?,5.4%,1.2%,1.0%
O=C(CN1CCCc2ccccc21)NC(=O)NCc1ccco1,0.0%,-1.6%,10.4%,23.5%,3.3%,-15.5%,-0.9%,-11.3%,?
CCOC(=O)c1csc(NC(=O)CSc2nnc(C3CC3)n2C)n1,10.9%,-4.0%,54.9%,6.9%,0.1%,1.9%,-0.4%,0.7%,6.2%
CCN1/C(=C/c2ccc3cc(C)ccc3[n+]2CC)Sc2ccc3sccc3c21,?,26.2%,-11.7%,-92.7%[inhibitor],1.6%,2.59µM*,?,0.92µM*,-22.0%
CCc1nn(CC(=O)NCc2ccco2)c(=O)c2cc3c(OC)cccc3n12,7.5%,/,7.9%,-5.6%,/,18.8%,/,/,10.8%
Cc1cc(C)n2c3c(c(C#N)c2n1)CCCC3,31.5%[activator],-7.5%[9.22 µM],70.4%[activator],-18.8%,1.7%,0.0%,3.3%,10.8%,-4.7%
COc1ccc(C(=O)COC(=O)C(CCSC)NC(=O)COc2ccccc2)c(OC)c1 (configuration not stated),243.9%[activator],24.7%,51.5%[activator],-5.0%,9.1%,0.2%,13.7%,0.4%,-2.9%
NC(=O)C1CCN(C(=O)CCSc2ccccc2)CC1,25.3%,-0.5%,1.1%,1.4%,4.4%,-7.9%,20.6%,14.4%,4.2%
COc1ccc2[nH]c3c(c2c1)CCN1C(=O)N([C@@H](C)C(=O)NCC2CCCO2)C(=O)[C@]31C (some centres not stated),-1.9%,2.8%,3.9%,9.3%,6.4%,0.0%,3.9%,0.8%,15.7%
O=C(/C=C/Nc1cccc([N+](=O)[O-])c1)c1ccco1,0.2%,-0.9%,-24.3%,-1.3%,-6.3%,4.3%,-5.5%,-14.2%,9.2%
COc1ccc(-c2cc(NC=O)c3ncc(-c4cccc(C(=O)N(C)C)c4)n3c2)cn1,-5.8%,/,1.1%,-5.8%,26.2%,-2.2%,-8.4%,-0.7%,11.6%
CCN(CC)S(=O)(=O)c1ccc2c(c1)N(CC(=O)N1CCN(c3cc(Cl)ccc3C)CC1)C(=O)CO2,-0.7%,/,-8.0%,10.1%,/,-1.7%,/,/,0.0%
COc1ccc(NC(=O)N[C@H]2C=C[C@@H](CC(=O)NC3CCC3)O[C@@H]2CO)cc1,10.0%,/,4.8%,28.5%,/,4.6%,11.0%,16.2%,12.8%
CCCCC(=O)NC(=S)NNC(=O)c1ccc(OC)cc1,-11.5%,-12.7%,-1.7%,?,1.2%,23.1µM*,?,?,?
Cc1ccc2nc3c(c(Nc4ccc(O)cc4)c2c1)CCC3,?,?,?,-23.1%,-10.6%,0.0%,-16.2%,-21.2%,-12.2%
Cc1cccc(-c2ocnc2C(=O)Nc2ccccc2NC(=O)c2ccccn2)c1,0.501µM*,17.6%,?,?,13.6%,-20.9%,18.4µM*,?,?
Cc1cccc(OCC(=O)Nc2ccc(S(=O)(=O)Nc3cc(C)nc(C)n3)cc2)c1,8.8%,-5.8%,-2.0%,17.2%,1.0%,7.8%,-4.3%,-13.9%,6.0%
Cc1ccc(S(=O)(=O)C2(C(=O)NCCc3ccccc3)CC2)cc1,1.9%,-11.7%,3.9%,8.6%,0.7%,6.6%,6.0%,3.8%,-1.6%
Cc1ccc(-c2cc(C(=O)N3CCc4ccccc4C3)[nH]n2)cc1C,10.9%,-4.2%,-5.2%,9.2%,0.8%,1.6%,4.2%,-15.5%,-21.8%
Cc1ccc(OCCNC(=O)c2cccc(S(=O)(=O)NCc3ccccc3)c2)cc1,5.01µM*,6.51µM*,?,15.1%,3.6%,4.61µM*,?,7.31µM*,8.2µM*
CC1=C(c2ccc(C)cc2)S(=O)(=O)N(CC(=O)O)C1=O,0.8%,-4.1%,-5.2%,-15.5%,-0.2%,1.3%,6.6%,5.0%,-4.3%
C=C1CC(C(=O)N/N=C/c2ccccc2)C1,27.5%,-695.2%[inhibitor],-4.8%,0.4%,29.2%,7.5%,26.8%,2.5%,26.7%
CCN(CC)S(=O)(=O)c1ccc(O)c(C(=O)OCC(=O)N2c3ccccc3CC2C)c1 (configuration not stated),-12.6%,?,1.0%,0.0%,4.0%,-5.8%,0.0%,-2.5%,-0.6%
O=C(COC(=O)c1cccs1)NC12CC3CC(CC(C3)C1)C2,4.3%,-6.4%,3.6%,-3.9%,10.3%,-8.0%,12.6%,4.0%,0.0%
C=C(C)C1CC=C(C)/C(=N/NC(=O)CNc2ccc(C)cc2C)C1 (configuration not stated),14.6%,0.0%,-0.4%,15.3%,-7.5%,7.1%,7.7%,16.2%,-0.8%
COc1ccccc1-c1nn2c(C(F)(F)F)nnc2s1,0.0%,3.1%,3.4%,28.0%,-9.1%,?,5.5%,-5.5%,7.31µM*
COCc1[nH]c(=S)[nH]c(=O)c1C,11.8%,-4.1%,17.3%,-6.0%,-0.3%,-0.8%,2.8%,19.5%,0.0%
Cc1ccc(C(=O)Cn2ncsc2=N)cc1,-3.6%,-0.4%,-19.9%,-4.5%,18.2%,26.9%,12.9%,?,-1.8%

# Structures shown so far with a nitro group on carbon, in the order listed:
SMILES,GLP-1R inv ag,SW480 rereplic,GLP1R cytotox,TDP43 rescue,GLP1R ag,KB-3-1 cytotox,HT1080NT lethal,HT1080 IDH1KD tx,KB-V1 cytotox
COc1ccc([N+](=O)[O-])cc1NC(=O)Cc1ccccc1Cl,8.1%,-0.4%,-10.5%,0.0%,14.2%,21.3%,-3.0%,3.2%,?
O=C(/C=C/Nc1cccc([N+](=O)[O-])c1)c1ccco1,0.2%,-0.9%,-24.3%,-1.3%,-6.3%,4.3%,-5.5%,-14.2%,9.2%

# Next part:
SMILES,GLP-1R inv ag,SW480 rereplic,GLP1R cytotox,TDP43 rescue,GLP1R ag,KB-3-1 cytotox,HT1080NT lethal,HT1080 IDH1KD tx,KB-V1 cytotox
Cc1ccc(S(=O)(=O)C2(C(=O)N3CCCC(C)C3)CC2)cc1 (configuration not stated),5.9%,-17.0%,-10.6%,-8.0%,-3.0%,16.4%,3.3%,2.0%,-10.6%
CCOC(=O)C(CC)n1cnc2c(nnn2-c2cccc(OC)c2)c1=O (configuration not stated),24.4%,-0.8%,-1.3%,6.2%,9.2%,-1.5%,13.0%,15.8%,-7.0%
O=C(COc1ccccc1[N+](=O)[O-])Nc1ccc2c(c1)CCC2,11.4%,-2.4%,-0.4%,?,18.6%,2.9%,0.8%,0.0%,0.0%
CCCCn1c(CN2CCN(c3ccc(F)cc3)CC2)nc2c1c(=O)n(C)c(=O)n2C,5.0%,-11.9%,2.0%,0.0%,-1.4%,-2.5%,1.1%,-2.7%,-0.6%

# A different layout for some results above:
# Values in the order – GLP-1R inv ag | SW480 rereplic | GLP1R cytotox | TDP43 rescue | GLP1R ag | KB-3-1 cytotox | HT1080NT lethal | HT1080 IDH1KD tx | KB-V1 cytotox
- O=C(COc1ccccc1[N+](=O)[O-])Nc1ccc2c(c1)CCC2
→ 11.4% | -2.4% | -0.4% | ? | 18.6% | 2.9% | 0.8% | 0.0% | 0.0%
- CCCCn1c(CN2CCN(c3ccc(F)cc3)CC2)nc2c1c(=O)n(C)c(=O)n2C
→ 5.0% | -11.9% | 2.0% | 0.0% | -1.4% | -2.5% | 1.1% | -2.7% | -0.6%

# Assay outcomes: PubChem, National Center for Advancing Translational Sciences (NCATS)
